Compound activity: PubChem, several laboratories
Platelet DG rel = modulates dense granule release in human platelets. inhibition, %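 (compounds screened at 7.5 µM in platelet-rich plasma)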. human platelet-rich plasma, SFLLRN dense granule ATP release, luminescence. hit rate 0.22% among 300,000;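 active means mean replicate score, as percent of positive control, at or above 50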
SKKanGAS inh = blocks kanamycin growth of S. pyogenes SKKanGAS strain | BacTiter-Glo, 6 h | inhibition, % at 7.5 µM | hit rate 1.3% among 300,000;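 active means mean replicate score, as percent of positive control median, at least 50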;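 further: strain carries kanamycin resistance gene driven by streptokinase promoter and grows in 40 µg/ml kanamycin; loss of luminescence reflects streptokinase promoter inhibition or plain growth inhibition; 0% = median of DMSO wells and 100% = positive control at its reference dose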
TRPC4 inh = TRPC4 (mouse) channel inhibition | Q9QUQ5 | HEK293 TRPC4beta/mu-opioid, DAMGO-evoked Fluo4 calcium flux; stronger effect = lower value | B-score at 10 µM | hit rate 0.39% among 300,000 | AID 2247;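 active means B-score over 3 SD under the library average, no early fluorescence shift, positive overall ratio signal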
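material = TRPC4beta/mu-opioid receptor HEK293 cell line | probe or stimulus = sequential submaximal and maximal DAMGO stimulation | compound dosing = one concentration per compound | measured by = Fluo4 Ca2+ flux fluorescence | evaluation = integrated fluorescence ratio relative to baseline, converted to per-well B score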
RGS4 pot = RGS4 potentiation or activation; HEK293 M3R/inducible RGS4, carbachol calcium flux Fluo4; stronger effect = lower value; B-score at 10 µM; hit rate 0.92% among 310,000; AID 463111;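 active means B-score of the integrated calcium signal more than 4 SD below the library mean, with starting fluorescence not abnormally high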;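 further: negative B-score means reduced calcium response which marks RGS4 activation or potentiation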
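Assay system: Inducible-RGS4 HEK293 cells carrying M3 receptor | Schedule: Compound preincubation 20 min at room temperature before agonist | Signal: Kinetic calcium fluorescence imaging with Fluo4-AM dye, 2 µM | Read-out basis: B score from integrated fluorescence ratio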
TRPC6 inh = inhibitors of mouse TRPC6 channel; HEK293-TRPC6, membrane potential dye, ACh-evoked depolarization; stronger effect = lower value; hit rate 1.1% among 310,000; AID 2553; B-score at 10 µM;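 active means B-score under library mean minus 3 SD, initial fluorescence not abnormally high, positive integrated signal ratio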;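 further: B-score derived from integrated fluorescence ratio over the kinetic read; more negative B-score means stronger inhibition of depolarization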
Target sequence (Q61143 whole entry, looked up): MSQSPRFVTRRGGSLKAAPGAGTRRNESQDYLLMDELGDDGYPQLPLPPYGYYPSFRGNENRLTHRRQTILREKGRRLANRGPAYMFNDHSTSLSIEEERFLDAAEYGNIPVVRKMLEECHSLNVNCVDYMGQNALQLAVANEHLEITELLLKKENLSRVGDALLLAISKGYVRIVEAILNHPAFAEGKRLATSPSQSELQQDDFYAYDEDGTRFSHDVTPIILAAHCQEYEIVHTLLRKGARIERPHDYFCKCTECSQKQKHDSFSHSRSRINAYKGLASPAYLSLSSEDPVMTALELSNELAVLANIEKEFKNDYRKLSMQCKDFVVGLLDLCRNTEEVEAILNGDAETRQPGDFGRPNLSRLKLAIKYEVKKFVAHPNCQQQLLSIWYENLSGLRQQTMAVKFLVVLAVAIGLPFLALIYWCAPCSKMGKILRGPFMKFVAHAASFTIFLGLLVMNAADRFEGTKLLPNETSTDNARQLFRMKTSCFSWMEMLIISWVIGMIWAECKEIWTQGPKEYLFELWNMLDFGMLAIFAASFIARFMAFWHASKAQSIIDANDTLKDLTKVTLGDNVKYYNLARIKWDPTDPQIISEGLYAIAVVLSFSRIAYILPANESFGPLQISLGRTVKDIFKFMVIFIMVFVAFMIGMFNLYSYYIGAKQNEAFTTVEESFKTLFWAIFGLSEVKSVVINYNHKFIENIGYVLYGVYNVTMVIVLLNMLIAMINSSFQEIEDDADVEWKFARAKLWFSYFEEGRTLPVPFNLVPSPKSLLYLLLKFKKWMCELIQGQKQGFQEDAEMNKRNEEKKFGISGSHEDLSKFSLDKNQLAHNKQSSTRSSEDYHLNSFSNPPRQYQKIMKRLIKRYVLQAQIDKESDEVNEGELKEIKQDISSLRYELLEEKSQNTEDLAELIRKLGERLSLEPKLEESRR
MrgX1 antag = blocks BAM8-22 activation of human MrgX1 receptor; MRGX1-HEK293 calcium flux, Fluo-4, BAM8-22 antagonism; stronger effect = lower value; Q96LB2; B-score at 10 µM; AID 588676; hit rate 1.3% among 310,000;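 active means calcium-response B-score plate-corrected more than 3 library SD below zero, starting fluorescence within 5 deviations, no agonist response on first addition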;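 further: peak minus trough fluorescence over baseline after final BAM8-22 challenge near maximal dose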
MrgX1 ag = activates human MrgX1 receptor signaling; hit rate 0.44% among 310,000; Q96LB2; MrgX1-HEK293 cells, Fluo-4 calcium fluorescence, agonist mode; stronger effect = higher value; AID 588627; B-score at 10 µM;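 active means calcium response B-score plate-corrected fluorescence ratio at least 3 library SD, with starting fluorescence B-score inside 5 SD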
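System – MrgX1-expressing HEK293 cells · Incubation – cells plated overnight, dye loaded 0.5 h 37 °C, 0.5 h room temperature · Technique – kinetic Fluo-4 NW fluorescence of intracellular calcium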
RGS4 inh = human RGS4 inhibition | P49798 | HEK293 M3R/RGS4 inducible, Fluo-4 calcium flux; stronger effect = higher value; triggered by carbachol at its EC20 | B-score at 10 µM | hit rate 0.45% among 310,000 | AID 463165;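 active means B-score, a plate-corrected calcium signal, over three deviations above library mean, with baseline fluorescence within five deviations of library mean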;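 further: RGS4 expression induced by doxycycline in cells with stable M3 receptor; B-score is computed from the integrated fluorescence ratio over baseline after carbachol; higher B-score means a larger calcium signal and so more RGS4 inhibition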
Target sequence (P49798 whole entry, looked up): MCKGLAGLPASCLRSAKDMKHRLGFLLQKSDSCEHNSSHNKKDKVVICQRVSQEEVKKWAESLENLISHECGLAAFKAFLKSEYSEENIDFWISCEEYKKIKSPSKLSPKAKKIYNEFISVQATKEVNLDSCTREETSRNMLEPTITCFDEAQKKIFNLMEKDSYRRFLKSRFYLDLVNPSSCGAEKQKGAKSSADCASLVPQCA
TRPC6 activator = activates the mouse TRPC6 cation channel; Q61143; HEK293-TRPC6 membrane potential dye fluorescence; stronger effect = higher value; B-score at 10 µM; hit rate 0.13% among 310,000;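 active means B-score of the integrated fluorescence ratio above library mean plus 3 SD, and starting fluorescence ratio within library mean plus 5 SD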;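 further: higher score means more depolarization so channel activation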
MrgX1 PAM = human MrgX1 positive allosteric modulation, primary screen. MrgX1-HEK293, Fluo-4 calcium flux, FDSS; stronger effect = higher value. B-score at 10 µM. hit rate 0.63% among 310,000;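 active means plate-corrected calcium response at least 3 library SD above typical, normal starting fluorescence, not activating the receptor alone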;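 further: compound read alongside a low EC10 to EC30 dose of BAM8-22 agonist; peak minus trough fluorescence over baseline measured at the second addition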
HIF activator = HIF pathway transcriptional activation. U2OS HRE-luciferase reporter, luminescence; normalized: DMSO 0%, desferrioxamine 100%. activation, % at 7.5 µM (by protocol). hit rate 0.32% among 300,000;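 active means mean activation of at least 10% of the iron chelator positive control signal, with at least half of replicates also reaching 10%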
Starred values were filed as active, the others as inactive; i = inactive; nt = not tested or not shown.

SMILES | Platelet DG rel | SKKanGAS inh | TRPC4 inh | RGS4 pot | TRPC6 inh | MrgX1 antag | MrgX1 ag | RGS4 inh | TRPC6 activator | MrgX1 PAM | HIF activator
COc1cc(NC(=O)c2ccc(COCC(F)(F)F)o2)cc(OC)c1OC | -7.7 | -8.1 | i | i | i | i | i | i | i | i | -0.4
Cc1ccccc1CS(=O)(=O)Cc1ccc(C(=O)NCc2cccnc2)o1 | 6.4 | -0.3 | i | i | i | i | i | i | i | i | 2.8
CCOC(=O)c1c(NC(=O)CC2SC(N)=NC2=O)sc(C)c1C (centres undefined) | 7.8 | 4.4 | i | i | i | i | i | i | i | i | 0.0
Cc1ccccc1OCC(=O)NNC(=O)CSc1nc(N)cc(N)n1 | 9.2 | -0.5 | i | i | i | i | i | i | i | i | 0.1
O=C(Nc1cc(N2CCOCC2)ncn1)NC1(C(F)(F)F)Oc2ccc(Cl)cc2O1 (centres undefined) | 2.8 | -3.5 | i | i | i | i | i | i | i | i | 2.9
CCc1nc(SCc2nc3ccccc3[nH]2)c2oc3ccccc3c2n1 | -0.1 | 11.4 | i | i | i | i | i | i | i | i | 0.2
Cc1ccc(S(=O)(=O)N2CCN(C(=O)c3cccc(-n4cccc4)c3)CC2)cc1 | -3.8 | -12.5 | i | i | -13.4* | i | i | i | 13.7* | i | -0.5
CCN(c1ccccc1)S(=O)(=O)c1ccc(C(=O)N2CCCC(C(F)(F)F)C2)cc1 (centres undefined) | -16.8 | -11.2 | i | i | i | i | i | i | i | i | 0.2
CCOCCCNC(=O)CCc1nnc2ccc(N3CCCCC3)nn12 | -1.7 | -2.2 | i | i | i | i | i | i | i | i | -0.6
CCn1c(C(C)NC(=O)c2ccc(Cl)cc2)n[nH]c1=S (centres undefined) | 2.1 | 2.3 | i | i | i | i | i | i | i | i | -0.1
COc1ccc(CN2CC[C@H]3C=CC[C@@H](C(=O)NCCc4ccccc4)[C@H]3C2=O)cc1OC | 0.3 | 1.5 | nt | i | i | i | i | i | i | i | 0.8
S=C(Nc1ccccc1)N1N=C(c2cccs2)CC1c1cccs1 (centres undefined) | -1.6 | 1.6 | i | i | i | i | i | i | i | i | 0.9
Cc1ccc(NC(=O)C2CC(=O)N(Cc3ccco3)C2)cc1 (centres undefined) | -4.9 | -1.5 | i | i | i | i | i | i | i | i | 0.0
CCC1CCC/C1=N\NC(=O)CCC(=O)Nc1ccccc1Cl (centres undefined) | -11.9 | -12.4 | i | i | i | i | i | i | i | i | -0.6
CCOCCOC(=O)c1cccc2c1-c1ccccc1C2=O | -3.9 | -0.8 | i | i | i | i | i | i | i | i | 0.4
Cc1ccc(NC(=O)CCN2C(=O)c3ccncc3C2=O)cc1 | 1.7 | 4.7 | i | i | i | i | i | i | i | i | -0.4
O=C(N/N=C\c1cn[nH]c1-c1ccc(Cl)cc1)c1cccs1 | -3.2 | -1.2 | i | i | i | i | i | i | i | i | 0.8
CCCCc1ncc(CN2CCC(n3nccc3NC(=O)c3ccccc3Cl)CC2)[nH]1 | -12.8 | -14.4 | i | i | i | i | i | i | i | i | -0.6
COc1ccccc1N(C)S(=O)(=O)c1ccc(C(=O)OCC(=O)N2CCCCCC2)cc1 | -7.6 | -3.3 | i | i | i | i | i | i | i | i | -1.0
CCCCNC(=O)C(NS(=O)(=O)c1cccc2nsnc12)c1ccccc1 (centres undefined) | -2.7 | -5.9 | i | i | i | i | i | i | i | i | -1.1
CCC(=O)NC(c1ccccc1OC)c1ccc2cccnc2c1O (centres undefined) | 1.3 | 22.7 | i | i | i | i | i | i | i | i | 35.2*
O=C(COc1ccccc1)Nc1ccc(F)cc1 | 8.0 | 0.2 | i | i | i | i | i | i | i | i | 1.0
CCOC(=O)Cc1csc(NC(=S)NC(=O)c2cc(OC)c(OC)c(OC)c2)n1 | -2.3 | 4.3 | i | i | i | i | i | i | i | i | -0.3
O=C(c1ccco1)N1CCN(S(=O)(=O)c2ccc(Br)cc2)CC1 | -6.7 | 0.1 | i | i | i | i | i | i | i | i | 2.0
CS(=O)(=O)Nc1ccccc1C(=O)NCc1ccccc1Cl | 1.7 | -8.4 | i | i | i | i | i | i | i | i | -0.4
SMILES | Platelet DG rel | SKKanGAS inh | TRPC4 inh | RGS4 pot | TRPC6 inh | MrgX1 antag | MrgX1 ag | RGS4 inh | TRPC6 activator | MrgX1 PAM | HIF activator
Cn1c(CNC(=O)c2ccco2)nnc1SCC(=O)Nc1ccccc1Cl | 12.7 | 3.2 | i | i | i | i | i | i | i | i | -0.1
Brc1ccc(Cn2c(-c3ccc(Br)o3)nc3ccccc32)o1 | 13.8 | 5.9 | i | i | i | nt | nt | i | i | nt | 0.7
CC1Cc2ccccc2N1c1nc(C2CC2)nc2c1nnn2Cc1ccccc1 (centres undefined) | 12.0 | 48.0 | i | i | i | i | i | i | i | i | -0.2
O=C(COc1nncc2ccccc12)NCCC1=CCCCC1 | -5.1 | -2.2 | i | i | i | i | i | i | i | i | -0.6
COCCN(C(=O)COC(=O)c1cc2ccccc2cc1O)c1c(N)n(Cc2ccccc2)c(=O)[nH]c1=O | 6.2 | -6.8 | i | i | i | i | i | i | i | i | 0.1
Nc1nc2ccccc2n1CCOc1ccc(Cl)cc1 | -1.0 | 0.5 | -7* | i | i | i | i | i | i | 6.58* | 1.2
Cc1ccc2c(c1)CCCN2C(=O)C1CCCO1 (centres undefined) | 4.2 | 5.4 | i | i | i | i | i | i | i | i | 0.0
CC(C)(C)NC(=O)C(OC(=O)c1cccs1)c1ccc(F)cc1 (centres undefined) | 0.5 | -2.1 | i | i | i | i | i | i | i | i | 0.6
Cc1ccc(-n2nc(-c3cccnc3)cc2C(=O)N2CCOCC2)c(C)c1 | -1.1 | -2.0 | i | i | i | i | i | i | i | i | 2.2
CSc1nnc(-c2ccccc2Cl)o1 | 4.0 | -14.4 | i | i | i | i | i | i | i | i | 2.4
CCOC(=O)CSc1nc(C2CC2)nc2ccccc12 | -0.8 | -2.2 | i | i | i | i | i | i | i | i | -0.4
CCOc1cc2[nH]c(=S)n(CCC(=O)N3CCc4ccccc4C3)c(=O)c2cc1OCC | 9.6 | 5.2 | i | i | i | i | i | i | i | i | -0.3
O=C(COC(=O)c1ccccc1NCCO)NNC(=O)c1cccs1 | -0.5 | -5.7 | i | i | i | i | i | i | i | i | -0.4
CCCCNc1nc2c(S(=O)(=O)c3ccccc3)nnn2c2ccccc12 | -1.1 | -3.8 | i | i | i | i | i | i | i | i | 0.2
CC1SC(c2ccccc2)N(CC(O)c2ccc([N+](=O)[O-])cc2)C1=O (centres undefined) | 4.0 | 5.3 | i | i | i | i | i | i | i | i | -0.4
Cc1cccc(NC(=O)N2C3CCCC2CC(NC(=O)C2CC2)C3)c1 (centres undefined) | 7.6 | -2.4 | i | i | i | i | i | i | i | i | 0.5
CC(=O)c1c(C)[nH]c(C(=O)Nc2cc(F)ccc2C)c1C | 0.8 | -0.6 | i | i | i | i | i | i | i | i | -0.2
O=S(=O)(Nc1cccc(-c2nnco2)c1)c1ccc(F)cc1F | -2.9 | -6.7 | i | i | i | i | i | i | i | i | 0.8
O=C(NC1=NCCS1)c1cc(Cl)ccc1Cl | -1.3 | -3.0 | i | i | i | i | i | i | i | i | 1.2
COC(=O)c1ccccc1NC(NC(=O)c1ccco1)C(=O)c1ccc(C)cc1 (centres undefined) | -3.8 | 9.5 | i | i | i | i | i | i | i | i | 0.7
Cc1ccc(NC(=O)Cn2nnc(-c3ccc4c(c3)OCO4)n2)cc1F | -3.4 | 0.0 | i | i | i | i | i | i | i | i | -0.1
C/C(=N/O)c1cc(C(C)(C)C)c(O)c(C(C)(C)C)c1 | 1.3 | 0.9 | i | i | i | i | i | i | i | i | -0.9
CCS(=O)(=O)n1nc(-c2ccc(C)cc2)nc1N | -1.8 | -4.6 | i | i | i | i | i | i | i | i | -0.1
CN(CC(=O)Nc1ccccn1)S(=O)(=O)c1ccc(Cl)cc1 | -2.0 | 2.2 | i | i | i | i | i | i | i | i | -0.7
C=CCC(NCc1ccccc1)c1ccco1 (centres undefined) | 7.6 | 1.3 | i | i | i | i | i | i | i | i | 0.3
SMILES | Platelet DG rel | SKKanGAS inh | TRPC4 inh | RGS4 pot | TRPC6 inh | MrgX1 antag | MrgX1 ag | RGS4 inh | TRPC6 activator | MrgX1 PAM | HIF activator
CC(C#N)Sc1ncnc2sc3c(c12)CCC3 (centres undefined) | -3.9 | 0.2 | i | i | i | i | i | i | i | i | -0.2
Cc1ccc(C2=[N+]([O-])C3(CCCCC3=O)N(O)C2(C)C)cc1 (centres undefined) | 1.7 | 0.9 | i | i | i | i | i | i | i | i | -1.8
CCNC(=S)NNC(=O)c1cccnc1 | 7.6 | -5.5 | i | i | i | -5.28* | i | i | i | i | -0.1
Cc1csc(SCC(=O)Nc2cc(C(C)(C)C)nn2-c2ccccc2)n1 | -4.3 | 1.4 | i | i | i | i | i | i | i | i | -0.4
O=C(O)c1cccc(COc2ccc3c(c2)CCC3)c1 | -2.2 | 12.0 | i | i | i | i | i | i | i | i | -3.0
CC(C)NC(=O)C1CCN(C2CCN(C(=O)c3scc4c3CCCC4)CC2)CC1 | -2.6 | -1.2 | i | i | i | i | i | i | i | i | -1.7
COC(=O)CCCCCc1ccc(C(C)=O)s1 | -5.5 | 1.7 | i | i | i | i | i | i | i | i | -30.4
N#CCn1cc(/C=N/NC(=O)c2cc3c(ccc4ccccc43)o2)c2ccccc21 | 3.0 | 2.6 | i | i | i | i | i | i | i | i | 4.6
Cc1c(NC(=O)CSc2nncn2-c2ccccc2)c(=O)n(-c2ccccc2)n1C | -17.8 | -4.9 | i | i | i | i | i | i | i | i | -0.3
Cc1ccc(CCNC(=O)C2CCN(S(=O)(=O)c3ccc4nc5c(c(C(=O)O)c4c3)CCCC5)CC2)cc1 | 2.9 | -3.9 | i | i | i | i | i | i | i | i | -0.1
CC(C)(C)C(=O)Nc1ccc(N2CCCC2)cc1 | 29.6 | 1.0 | i | i | i | i | i | i | i | i | 0.1
O=C1C2C3CC(C2C(=O)N1c1cccc(Cl)c1)[C@H](O)C3O (some centres undefined) | 5.4 | 9.8 | i | i | i | i | i | i | i | i | -0.6
CCC(c1nnnn1C1CCCCC1)N1CCN(C2CCCC2)CC1 (centres undefined) | 1.1 | 2.8 | i | i | i | i | i | i | i | i | -0.1

An unsorted share of the library; 6.1% or so of the library scored in one or more.
